NPR1 activator – GC-A (human) enzyme activation. P16066. HEK293 GC-A cells, cGMP TR-FRET, EC30 ANP; 0% at EC30 ANP, 100% saturating ANP. activation, % at 10 µM. 370,000 tested, 0.14% active; in the data active = activation above about 40%
sPLA2-III inh – Blocks human group III sPLA2 activity | AID 743126 | QFRET BODIPY PC-A2 liposome hydrolysis, fluorescence | 370,000 tested, 0.56% active | inhibition, % at 12.2 µM;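 active = inhibition above mean plus 3 SD of compounds lying within the high and low control bounds, cut at about 19% in these data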;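 note: 0% = median of test compound wells and 100% = no enzyme DMSO wells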
hcDAF12 agonist – activators of H. contortus DAF-12 nuclear receptor. HEK293 hcDAF-12 lit1-tk-luc reporter, luminescence; 0% DMSO, 100% Δ7-dafachronic acid. activation, % at 6.8 µM. 370,000 tested, 1.4% active. AID 652067;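 active = activation above the mean of all tested compounds plus 3 SD, cut at about 5.5% in these data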;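 note: 100% = response to 3 µM Δ7-dafachronic acid high control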
NPR2 activator – GC-B (human) receptor activation; P20594; activation, % at 10 µM; 370,000 tested, 0.11% active; HEK293-GC-B cells, CNP EC30, cGMP TR-FRET; 0% at EC30 CNP, 100% saturating CNP;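 active = activation at 10 µM reaching about 35% in either raw or pattern-adjusted values, limit read from the data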
Target sequence (P20594 whole entry, looked up): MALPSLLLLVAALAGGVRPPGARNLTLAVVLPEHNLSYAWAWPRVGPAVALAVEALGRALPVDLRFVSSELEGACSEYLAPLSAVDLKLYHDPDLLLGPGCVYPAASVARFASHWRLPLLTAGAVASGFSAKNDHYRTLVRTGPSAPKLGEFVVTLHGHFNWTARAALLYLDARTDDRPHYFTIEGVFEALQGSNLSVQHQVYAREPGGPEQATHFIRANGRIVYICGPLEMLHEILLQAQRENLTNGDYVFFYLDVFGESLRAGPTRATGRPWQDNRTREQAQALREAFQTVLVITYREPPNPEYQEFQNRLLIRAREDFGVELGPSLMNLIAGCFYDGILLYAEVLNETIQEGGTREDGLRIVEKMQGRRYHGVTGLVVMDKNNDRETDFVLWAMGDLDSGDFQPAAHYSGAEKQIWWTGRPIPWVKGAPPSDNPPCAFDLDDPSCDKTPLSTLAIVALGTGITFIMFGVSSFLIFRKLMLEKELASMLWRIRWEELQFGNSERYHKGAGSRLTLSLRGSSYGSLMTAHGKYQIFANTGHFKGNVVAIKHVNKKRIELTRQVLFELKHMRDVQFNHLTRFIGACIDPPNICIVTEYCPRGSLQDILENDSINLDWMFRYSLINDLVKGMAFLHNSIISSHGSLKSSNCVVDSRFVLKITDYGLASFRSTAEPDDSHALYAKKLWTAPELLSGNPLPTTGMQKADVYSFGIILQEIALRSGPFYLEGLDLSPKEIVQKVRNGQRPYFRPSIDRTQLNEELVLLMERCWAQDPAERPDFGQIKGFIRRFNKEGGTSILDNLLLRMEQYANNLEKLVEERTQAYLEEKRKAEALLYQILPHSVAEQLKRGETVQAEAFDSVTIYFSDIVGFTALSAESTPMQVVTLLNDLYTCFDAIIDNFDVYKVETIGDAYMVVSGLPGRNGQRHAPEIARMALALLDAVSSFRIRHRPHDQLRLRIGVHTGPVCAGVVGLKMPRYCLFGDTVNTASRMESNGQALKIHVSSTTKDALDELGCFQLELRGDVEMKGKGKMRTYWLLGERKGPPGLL
DAX1 inh-1 – blocks DAX1 repression of SF-1 activated StAR promoter; AID 652010; inhibition, % at 6.8 µM; 370,000 tested, 1.1% active; HEK293T StAR-luciferase reporter, SF-1/DAX-1 repression relief;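 active = inhibition above the mean over all tested compounds plus 3 SD, cut at about 3.6% in these data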;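 note: 0% = DAX-1 cells with DMSO and 100% = cells lacking DAX-1 with DMSO; higher inhibition means more luminescence from relief of DAX-1 repression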
ADAM10 inh – ADAM10 inhibition, QFRET primary screen. recombinant ADAM10, EDANS/DABCYL FRET peptide cleavage, 3 h. inhibition, % at 7 µM. 370,000 tested, 0.62% active. AID 720582;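 active = inhibition above a per-campaign cutoff equal to the mean of compounds falling between control-based bounds plus 3 SD, cut at about 20% in these data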;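 note: 0% = DMSO wells while the 100% control is not disclosed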
ssDAF12 agonist – activates DAF-12 receptor from parasite S. stercoralis. HEK293 ssDAF-12/GRIP1 lit1-tk-luc reporter, luminescence; % of 3 µM dafachronic acid response. activation, % at 6.8 µM. 370,000 tested, 1% active. AID 652126;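 active = activation above the mean over all tested compounds plus 3 SD, cut at about 0.9% in these data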;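 note: 0% = DMSO-only wells and 100% = 3 µM delta7-dafachronic acid wells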
SMARCA2 act – increases SMARCA2 function in MMTV reporter cells; 370,000 tested, 1% active; activation, % at 9.1 µM; MG213 cells, MMTV-luciferase reporter, dexamethasone, overnight; in the data active = activation above about 7.8%;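 note: 0% = vehicle wells and 100% = reference activator wells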
FXN GAA850 act – increases GAA850 frataxin promoter reporter activity. HEK293 lucGAA850 FXN promoter luciferase reporter, 24 h; percent of 10 µM SAHA response. activation, % at 6 µM. 360,000 tested, 0.56% active. AID 540364;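 active = activation above the average of all compounds screened plus 3 SD, cutoff fixed separately per campaign, cut at about 7.5% in these data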;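 note: 0% = DMSO wells and 100% = 10 µM SAHA wells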
hgDAF12 agonist – agonists of H. glycines DAF-12 nuclear receptor; activation, % at 6.8 µM; HEK293 GAL4-hgDAF12 UAS-luciferase reporter, agonist luminescence; normalized to butyrate control; 370,000 tested, 1.8% active;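 active = activation above a cutoff set at the mean of all screened compounds plus 3 SD, cut at about 10% in these data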;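 note: 0% = DMSO wells and 100% = sodium butyrate wells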
DAX1 inh-2 – inhibits human nuclear receptor DAX1 | P51843 | HEK293 Gal4-DAX1 luciferase reporter, luminescence | inhibition, % at 6.75 µM | 340,000 tested, 0.99% active | AID 504766;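 active = inhibition above the mean over all tested compounds plus 3 SD, cut at about 4.2% in these data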;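 note: 0% = DAX1-transfected cells with DMSO and 100% = empty-vector control cells with DMSO; inhibition shows as a rise in luminescence from relieved DAX1 repression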
* hit, by the source's call; i = inactive; / = not tested or not shown.

SMILES	NPR1 activator	sPLA2-III inh	hcDAF12 agonist	NPR2 activator	DAX1 inh-1	ADAM10 inh	ssDAF12 agonist	SMARCA2 act	FXN GAA850 act	hgDAF12 agonist	DAX1 inh-2
COc1ccc(Cn2cnc3c(NS(C)(=O)=O)c(C)c(C)cc32)cc1	13	-3	-1.1	13	-1.0	-21	-0.8	-2	0.3	1.8	-0.8
C[C@H]1CN([C@@H](C)CO)S(=O)(=O)c2ccc(C#CC3CC3)cc2O[C@@H]1CN(C)S(C)(=O)=O	3	-4	1.0	-4	-0.7	-6	-1.2	0	0.3	-4.1	-0.8
COc1ccc(CCNC(=S)NCc2ccc(Cl)c(Cl)c2)cc1OC	0	-17	-3.1	2	-0.4	5	-1.4	1	4.0	-2.9	0.1
CC(C)(C=O)C1=CC(=O)c2ccccc2C1=O	8	-4	4.4	-2	-0.9	-10	-0.1	-2	-0.3	-2.3	-2.5
COc1ccccc1CC(NC(C)=O)C(=O)N1CCN(C(=O)Nc2ccccc2Cl)CC1 (centres undefined)	3	0	0.1	2	0.5	-6	-1.2	2	-0.6	1.4	0.6
CC(C)Oc1cccc(-c2cc(C(=O)NN3CCOCC3)c3ccccc3n2)c1	1	-3	-0.1	4	-4.7	3	-0.8	4	0.3	1.9	-0.3
Cc1ccc(Nc2nc(N)nc(CSC(=S)N3CCOCC3)n2)cc1	3	-10	2.2	-5	1.9	0	-0.3	1	3.2	8.9	0.3
COC(=O)C1(C(=O)OC)NOC2C(=O)N(c3ccccc3)C(=O)C21 (centres undefined)	5	-2	0.6	6	0.6	3	-0.9	1	0.7	-1.6	-0.2
O=C(c1cn(-c2ccccc2)nc1-c1ccc(Cl)cc1)N1CCOCC1	1	-3	0.0	0	-0.3	10	-0.9	-2	1.8	-3.0	-0.2
CC#CCCCC(=O)Nc1cccc(C(=O)O)c1	2	7	-0.4	5	0.3	-3	-0.3	5	4.4	5.6	0.1
Cc1nc2cc(C(=O)OCC(=O)NC(C)C(C)C)ccc2n1-c1ccccc1 (centres undefined)	1	-2	-2.6	2	0.5	0	-1.0	-3	1.2	-1.2	-0.6
COc1ccc2nc(-c3ccccc3)cc(C(=O)OCC(=O)N3CC(C)OC(C)C3)c2c1 (centres undefined)	22	-6	-2.1	32	-1.8	i	-0.8	-2	0.5	4.0	-1.3
CN(CC(=O)NCc1cccs1)CC(=O)Nc1ccccc1Cl	-1	1	-0.1	1	-0.9	-13	-0.7	-4	0.5	-2.0	1.3
CCN(CC)C(=O)CSc1nnc(-c2ccc(S(=O)(=O)N3CCCC3)cc2)o1	1	10	-1.3	4	0.6	-15	-0.6	-3	-4.3	-0.5	0.1
C=CCN1C(=O)[C@@H](CC(=O)NCc2ccc(OC)c(OC)c2)[C@]2(C(=O)OC)CCCCC=C12	-2	2	-1.6	-4	-0.9	-10	-1.8	-4	/	-2.0	/
Cc1nnc(NC(=O)CSc2nnc(-c3ccc(S(=O)(=O)N4CCCC4)cc3)n2C)s1	-2	5	-0.3	6	-0.1	10	-0.8	4	3.4	-0.4	0.1
CC(C)(C)N1C(=O)[C@H]2[C@@H](c3ccc(Br)cc3)N3C(=O)N(c4cccc(Cl)c4)C(=O)[C@@]3(Cc3ccccc3)[C@H]2C1=O	-12	0	-1.4	-19	0.3	-5	-0.8	0	12*	-0.2	0.4
COc1ccc(/C=N/n2c(C)nc3sc(C)c(C)c3c2=O)cc1	-3	13	-0.8	7	1.0	-5	-1.4	-5	0.1	-0.2	/
COc1cccc(-n2c(SCC(=O)NC3CCS(=O)(=O)C3)nc3ccccc3c2=O)c1 (centres undefined)	-2	5	-0.2	1	-1.4	-7	-0.6	2	-0.8	-0.8	0.0
Cc1nn(-c2ccccc2)c(C)c1/C=C/C(=O)OCC(=O)Nc1ccc(S(N)(=O)=O)cc1	-3	-8	-1.3	6	-0.1	3	-1.1	4	1.4	0.0	0.8
Cc1nn(CC(=O)Nc2ccc(Cl)cc2Cl)c(=O)c2ccccc12	4	4	-1.4	8	0.2	7	-1.4	-1	2.7	1.4	0.2
CCOc1ncccc1C(=O)OCC(=O)c1ccc(OC)c(OC)c1	-1	2	-1.3	0	-0.4	-6	-1.3	2	2.4	1.9	2.5
CCc1noc(C)c1C(=O)Nc1nc(-c2ccc(F)cc2)c(C)s1	-2	3	-2.2	-3	-1.0	5	-1.0	-4	1.5	-1.6	-0.2
O=S(=O)(Nc1cccnc1Cl)c1ccc2c(c1)OCCO2	4	-3	-0.8	2	-0.3	-9	-1.5	1	-0.5	1.8	-0.7
O=C(COC(=O)c1ccccc1O)NC(c1ccccc1)c1ccccc1	1	4	-2.1	1	-3.9	-10	-2.2	-6	2.5	-4.2	1.1

The results go on.
SMILES	NPR1 activator	sPLA2-III inh	hcDAF12 agonist	NPR2 activator	DAX1 inh-1	ADAM10 inh	ssDAF12 agonist	SMARCA2 act	FXN GAA850 act	hgDAF12 agonist	DAX1 inh-2
C[C@H](CO)N1C[C@H](C)[C@@H](CN(C)S(=O)(=O)c2ccccc2F)OCc2cnnn2CCCC1=O	-4	7	1.1	0	0.0	-15	-1.1	-1	-0.8	-0.2	0.2
c1ccc2c(c1)oc1c(Nc3ccc4c(c3)OCCO4)ncnc12	8	0	9.1*	6	3.6	-91	0.6	4	2.0	12*	-0.1
CCOCCNC(=O)c1ccc2c3c(cccc13)CC2	2	9	2.2	3	0.1	-164	-0.5	0	1.4	1.3	1.9
COC(=O)C1(C#N)C(c2ccccc2)C1(C(=O)OC)C(=O)OC (centres undefined)	0	3	0.6	3	0.0	5	-0.8	0	-0.3	-0.4	2.3
Cc1cc(NCC(C)C)n2ncnc2n1	-2	3	-1.3	4	0.1	-6	-0.3	2	2.7	-2.6	-0.4
O=C(NCC(=O)N1CCCCCC1)c1ccc(OC(F)F)cc1	2	3	1.4	3	0.6	3	-1.0	3	2.0	-0.8	-0.8
Cc1cc2c(cc1C)/C(=N/NC(=O)c1ccccn1)CCC2	-1	-5	4.0	-3	2.7	0	-0.4	5	1.5	11*	/
COC(=O)C1=C(C)NC(C)=C(C(=O)OC)C1c1ccco1	-1	-5	-1.0	1	-0.2	-21	-1.9	0	-0.4	0.0	-0.1
CCOC(=O)C1=CCN(S(=O)(=O)c2ccc(Cl)cc2)C1c1cccc(F)c1 (centres undefined)	-4	-8	0.1	-2	-1.2	2	-1.7	0	/	-1.4	/
O=C(NCc1cccs1)C(=O)c1c[nH]c2ccccc12	7	1	-1.1	6	0.5	9	-0.7	3	4.2	-2.5	-0.3
CSc1ccc(/C=C/C(=O)OCC(=O)c2ccc[nH]2)cc1	5	6	1.0	7	-1.9	-191	-1.1	-2	0.1	7.1	0.1
CCOc1ccc(N=c2cc(-c3ccc(OC)cc3)oc3ccccc23)cc1	-2	-3	-1.0	0	-0.4	i	-1.9	7	-0.3	7.1	2.0
COc1ccc(-c2cc3c(=O)n(CC(=O)NCc4ccc(C)cc4)ncn3n2)cc1	0	-6	-0.8	1	-0.2	-5	-0.7	3	1.5	4.0	0.0
COc1ccc(S(=O)(=O)N(C)CC(=O)Nc2ccc3c(c2)OCCO3)cc1	3	-1	-1.1	-3	-2.3	-7	-0.7	-2	-1.1	-3.6	-0.3
Cc1ccc(NC(NC(=O)c2ccccc2[N+](=O)[O-])C(Cl)(Cl)Cl)cc1 (centres undefined)	-4	-6	-1.3	0	0.1	-2	-1.5	-3	-0.8	-1.2	1.0
O=C(COc1cccc(F)c1)Nc1ccc2[nH]c(=O)[nH]c2c1	-6	6	-0.1	-10	-0.7	-12	-0.9	-4	5.4	-0.7	-1.9
COc1ccc(C)cc1S(=O)(=O)N1CCCCC1	0	0	-1.4	3	-0.3	-3	-1.1	0	1.3	-0.2	1.3
CCc1ccc(NC(=O)CSc2nnc(CC)c(CC)n2)cc1	4	-7	1.9	3	-0.6	2	-0.7	-3	1.4	3.4	0.8
OCC1CCCCN1C(=S)Nc1cccc(Cl)c1 (centres undefined)	0	4	-1.6	0	-0.1	5	-1.0	3	-0.6	-1.1	-0.8
CSc1cccc(NC(=O)C2CCCN2S(=O)(=O)c2ccc3c(c2)CCC(=O)N3)c1 (centres undefined)	0	-1	-0.3	-2	-0.6	5	-0.6	1	2.8	0.0	0.1
Cc1cc(C)c(C(=O)COC(=O)CNC(=O)c2ccccc2C)c(C)c1	-2	2	-1.2	6	-0.4	0	-0.8	-2	0.1	1.1	-1.6
CC(C(=O)NN)n1nnc(N2CCOCC2)n1 (centres undefined)	-2	12	1.4	4	0.4	-5	-1.9	0	1.6	-1.1	0.2
COc1cccc(-c2ccc(CC[C@H]3O[C@H]4CC[C@@H](CO)O[C@H]4C[C@H]3NC(=O)c3cnccn3)cc2)c1	3	-22	-3.3	-4	0.1	13	-1.3	-2	/	2.4	/
CC(C)CC(=O)Nc1ccc(C(=O)COC(=O)C2CCC2)cc1	1	-2	-1.6	5	1.0	-2	-1.4	0	0.6	2.0	0.8
CCN1C(Nc2ccccc2)=NC[C@@H]1CC(C)C	0	4	-0.9	3	-0.2	-3	-1.1	1	-0.2	-0.1	2.3

(more compounds)
SMILES	NPR1 activator	sPLA2-III inh	hcDAF12 agonist	NPR2 activator	DAX1 inh-1	ADAM10 inh	ssDAF12 agonist	SMARCA2 act	FXN GAA850 act	hgDAF12 agonist	DAX1 inh-2
Cc1ccc(NC(=O)Cn2c(O)c(N=NC(N)=O)c3ccccc32)cc1	-6	-3	-2.1	-3	-0.2	2	-2.0	-1	-0.1	0.4	1.9
CC1CCCCN1Cc1c(O)ccc2c(=O)c(-c3ccc(Cl)cc3Cl)coc12 (centres undefined)	3	8	-1.6	2	0.2	i	-1.3	-4	2.9	-0.8	1.0
C[C@H](O)Cc1cn(-c2cc3cc(C#Cc4ccsc4)ccc3oc2=O)nn1	47*	1	-0.6	0	0.1	0	-1.0	0	1.1	-1.6	0.6
CSc1ncc(C(=O)Nc2cc(C)ccc2C)c(C)n1	1	-1	-1.5	1	0.4	-2	-1.4	1	0.5	-0.3	0.2
C=CCSC1=C(C#N)C(c2ccccc2OCC)C(C#N)C(=O)N1 (centres undefined)	0	-8	1.8	2	0.0	-5	-1.1	0	1.7	-0.7	0.2
CCCc1nc(N)sc1C(=O)OCC	3	3	-0.6	-2	0.2	-3	-1.4	3	0.9	-2.7	0.8
CCN(CC)c1ccc(S(=O)(=O)N2CCOCC2)cc1NC(=O)CSc1nnc(N)s1	-1	0	-0.8	-4	0.0	-5	-0.3	-2	1.6	-0.5	-1.3
CCOC(=O)c1cc(-c2ccccc2)sc1NC(=O)C(C)(C)C	-2	6	-2.9	-5	-0.1	-15	-0.5	-1	-0.5	-3.1	-1.1
Nc1c(C(=O)c2ccc(F)cc2)oc2ccccc12	3	-14	3.9	-3	0.7	-2	-0.2	-2	5.5	8.1	0.3
Cc1nnc(SCC(=O)N(C)CC(=O)Nc2ccc(F)cc2)n1Cc1ccccc1	-1	-2	-0.5	-2	0.3	5	-0.6	-3	0.9	-1.3	-0.2

Taken from above:
hgDAF12 agonist result of CCOC(=O)c1cc(-c2ccccc2)sc1NC(=O)C(C)(C)C → -3.1
sPLA2-III inh result of CCCc1nc(N)sc1C(=O)OCC → 3
